GCN5L2 inh: inhibitors of human GCN5L2 histone acetyltransferase; Q92830; GCN5L2 HAT assay, ThioGlo1 CoA-SH fluorescence; Potency, µM (series often up to 58.9 µM), inactives show at the highest dose activity change, negative = inhibition, most hits filed as inhibitors; 0.21% of 390,000 active; AID 504327
Target sequence (Q92830 whole entry, looked up): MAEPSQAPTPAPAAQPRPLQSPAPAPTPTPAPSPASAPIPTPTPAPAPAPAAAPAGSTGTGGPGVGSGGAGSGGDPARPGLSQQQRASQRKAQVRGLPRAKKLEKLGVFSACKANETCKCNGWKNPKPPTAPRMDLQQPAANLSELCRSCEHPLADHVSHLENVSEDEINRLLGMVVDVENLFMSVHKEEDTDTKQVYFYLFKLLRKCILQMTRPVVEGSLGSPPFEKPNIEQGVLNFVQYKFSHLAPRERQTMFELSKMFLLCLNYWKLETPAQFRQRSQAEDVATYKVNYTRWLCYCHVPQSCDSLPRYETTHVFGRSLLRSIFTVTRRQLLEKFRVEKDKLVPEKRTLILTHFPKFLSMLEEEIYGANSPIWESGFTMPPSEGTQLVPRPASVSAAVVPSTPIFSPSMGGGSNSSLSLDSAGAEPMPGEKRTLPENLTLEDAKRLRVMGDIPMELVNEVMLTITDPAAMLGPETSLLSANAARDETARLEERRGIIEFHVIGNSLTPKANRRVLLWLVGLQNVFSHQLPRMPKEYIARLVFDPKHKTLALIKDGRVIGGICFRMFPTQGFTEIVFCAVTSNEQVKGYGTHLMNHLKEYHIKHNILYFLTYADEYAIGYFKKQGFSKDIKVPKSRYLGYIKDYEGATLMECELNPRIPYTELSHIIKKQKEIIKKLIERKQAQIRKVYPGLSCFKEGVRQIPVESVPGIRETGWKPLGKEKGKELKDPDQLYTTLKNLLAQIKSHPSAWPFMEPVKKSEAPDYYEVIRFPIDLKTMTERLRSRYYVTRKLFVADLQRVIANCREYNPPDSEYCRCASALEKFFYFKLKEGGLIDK
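Compounds, pin-transferred from DMSO stocks, meet 20nM GCN5L2 for 15 min before the reaction begins with H3(1-25) peptide (75uM) and acetyl-CoA (70uM). Thiol-reactive ThioGlo1 reports CoA release over 20 min at room temperature.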
TDP1 inh: TDP1 (human) enzyme inhibition; AID 485290; recombinant TDP1, AlphaScreen DNA substrate cleavage; Potency, µM (doses to about 130 µM), without a hit: at the top dose activity change, negative = inhibition, most hits filed as inhibitors; 0.28% of 350,000 active; also: nearly all actives have a fitted effect of over 40% in size
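Tdp1 1 nM final; 15 min RT w/ cpd; substrate 15 nM, 5 min; beads 10 ug/ml, 10 min; AlphaScreen read. Neg ctrl: no enzyme.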
DT40 TDP1 no CPT: qHTS for Inhibitors of human tyrosyl-DNA phosphodiesterase 1 (TDP1): qHTS in cells in absence of CPT; DT40 Tdp1-/- hTDP1 cells, no CPT, ATP luminescence, 48 h; Potency, µM (highest dose often 46.2 µM), for the others: top-dose activity change, negative = growth inhibition, hits mostly inhibitors; 15% of 420,000 active; AID 686978, 2013; also: nearly all actives have a fitted effect of over 55% in size
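Camptothecin absent (DMSO only). Human TDP1-complemented DT40 knockout cells, 400 cells/well, 37 °C for minimum 48 hr; ATP measured via CellTiter-Glo, 30 min dark incubation, luminescence.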
Active calls of the source: *; u = inconclusive; x = no result given; & = joins results of further samples; [ ] = remark or other dose. Calls follow the shape of the dose curve; as a rule, active = well fitted curve in the direction sought with a large enough effect; inconclusive = small, poorly fitted or top-dose-only effect, or another doubt; inactive = no such curve, though single readings can be large; an effect the other way counts as inactive or inconclusive. % is scaled to controls: 0 for no effect and ±100 for the full control effect; potency is read from the fitted curve at half-maximal effect.

SMILES	GCN5L2 inh	TDP1 inh	DT40 TDP1 no CPT
[O-]/C(=C(\C(=S)NCc1ccccc1)[n+]1ccccc1)c1ccc(Cl)cc1	-10%	5%	u
O=c1[nH]cnc2c1c(-c1ccccc1)cn2-c1ccc(Br)cc1	-2%	3%	16µM*
c1ccc(N2CCN(c3ncccn3)CC2)cc1	-8%	7%	-16%
Cc1cccc(NC(=O)CSc2nnc(-c3n[nH]c4ccccc34)o2)c1	-3%	-2%	u
CC(NC(=O)CSc1n[nH]c(N)n1)c1ccccc1 (centres undefined)	2%	4%[0.0935 µM]	-20%
CCCCn1c(N)c(N(CCOC)C(=O)c2c(-c3ccccc3)noc2C)c(=O)[nH]c1=O	1%	0%	-21%
CCC1(C)N([O-])C(C)=C(c2ccccc2)[N+]1=O (centres undefined)	-2%	-4%	-27%
CC(C)Cc1nnc(NC(=O)CN2C(=O)C3CCCCC3C2=O)s1 (centres undefined)	-2%	5%	-2%
O=c1cc(-c2ccc(Cl)cc2)nc(N2CCN(c3ccccc3)CC2)[nH]1	-10%	3%	u
CCCCOc1ccc(CNC(=O)c2cnc3sc(N4CCC(C)CC4)nn3c2=O)cc1	2%	3%	u
O=C(c1cc2ccccc2oc1=O)N(c1ccccc1)C1C=CS(=O)(=O)C1 (centres undefined)	-1%	2%	-19%
CCOc1ccc(-c2nc(S(=O)(=O)c3ccccc3)c(N3CCC(C(N)=O)CC3)o2)cc1	-2%	7%	19%
O=C(CC1CCCC1)NCCS(=O)(=O)N1CCN(c2ccccc2F)CC1	0%	0%	u
O=C(Nc1ccc(SC(F)F)cc1)c1cc(-c2cccs2)on1	-16%	5%	-24%
CSc1ccccc1NC(=O)CN(C)CC(=O)Nc1cccc(Br)c1	-2%	7%	23µM*
CCN(CC(=O)Nc1c(F)cccc1F)C(=O)c1ccc(=O)n(Cc2ccccc2)n1	-1%	3%	-7%
CCOc1ccc(S(=O)(=O)Nc2cccc(C(=O)N(C)CC(=O)Nc3cccc(OC)c3)c2)cc1	0%	5%	-21%
O=C(Cc1cccs1)NNC(=O)c1ccc(F)cc1	2%	3%	0%
CCN(C(=O)COC(=O)CNS(=O)(=O)c1ccc(SC)c([N+](=O)[O-])c1)C1CCCCC1	-1%	11%	-12%
c1ccc(OCCCCN2CCCCC2)cc1	4%	x	-3%

2 entries drawn at random from those above:
SMILES	GCN5L2 inh	TDP1 inh	DT40 TDP1 no CPT
O=C(c1cc2ccccc2oc1=O)N(c1ccccc1)C1C=CS(=O)(=O)C1 (centres undefined)	-1%	2%	-19%
c1ccc(OCCCCN2CCCCC2)cc1	4%	x	-3%

Going on with the list:
SMILES	GCN5L2 inh	TDP1 inh	DT40 TDP1 no CPT
O=C(CC1CCCCC1)NCc1nc(-c2ccccc2)no1	-3%	x	-2%
COC(=O)Nc1nc2ccc(SC(C)C)cc2[nH]1	1%	6%[56.1 µM]	3.3µM*
CCCS(=O)(=O)N1CCN=C1SCc1ccc(F)cc1	-6%	1%	u
CCCc1cc(C(=O)Nc2cc(OC)c(Cl)cc2OC)no1	-7%	0%	u
COc1ccccc1/C=C/C(=O)NCCC1=CCCCC1	-9%	-3%	-25%
Cc1c(Cl)cccc1NC(=O)C(C)n1nc(C)c2c(C)n(-c3ccccc3)nc2c1=O (centres undefined)	-1%	8%	-28%
O=c1ccc2ccc(Oc3ccc(Cl)cc3[N+](=O)[O-])cc2o1	-5%	3%	-7%
O=C(CSc1nnc2ccccn12)Nc1cccc(S(=O)(=O)N2CCOCC2)c1	-3%	-4%	-3%
O=C(c1ccc2c(c1)OCCO2)C1CCN(C(=O)c2ccc(F)c(F)c2)CC1	2%	0%	16µM*
NC(=O)C1(S(=O)(=O)c2ccccc2)CCCCC1	1%	2%	0%
Cc1cc(C(=O)CN2C(=O)NC(c3ccccc3)(c3ccccc3)C2=O)c(C)n1Cc1ccccc1	17%	4%	u
C[C@H](CO)N1C[C@H](C)[C@@H](CN(C)S(=O)(=O)c2ccccc2)Oc2c(NC(=O)CCC(F)(F)F)cccc2C1=O	-1%	1%	-6%
Cc1nc([N+](=O)[O-])nn1C12CC3CC(CC(Cl)(C3)C1)C2	-1%	-5%	-2%
Cc1cc(C)cc(OCC(=O)Nc2nonc2-c2ccc(Br)cc2)c1	-6%	3%	-17%
CCc1ccccc1NC(=O)Cn1c(=O)n(Cc2ccc(OC)cc2)c(=O)c2oc3ccccc3c21	4%	3%	u
CN1/C(=C/C2CC(=O)N(c3cccc4ccccc34)C2=O)C(C)(C)c2ccccc21 (centres undefined)	-6%	8%	u
COc1ccc(CCNC(=O)NCc2noc3ccccc23)c(OC)c1	-3%	3%	21µM*
O=C(CS(=O)(=O)c1ccc(F)cc1)N1CCN(c2ccccc2)CC1	-7%	x	-15%
Cc1cccc(-n2c(CNC(=O)c3ccc(S(=O)(=O)N4CCCC4)cc3)n[nH]c2=S)c1	4%	u	0%
Cc1oc2cc3oc(=O)c(CCC(=O)N4C[C@H]5C[C@@H](C4)c4cccc(=O)n4C5)c(C)c3cc2c1C	0%	x	u

Part of the list above in order of molecular weight, low to high:
SMILES	GCN5L2 inh	TDP1 inh	DT40 TDP1 no CPT
COc1ccc(CCNC(=O)NCc2noc3ccccc23)c(OC)c1	-3%	3%	21µM*
O=C(CS(=O)(=O)c1ccc(F)cc1)N1CCN(c2ccccc2)CC1	-7%	x	-15%
Cc1oc2cc3oc(=O)c(CCC(=O)N4C[C@H]5C[C@@H](C4)c4cccc(=O)n4C5)c(C)c3cc2c1C	0%	x	u
C[C@H](CO)N1C[C@H](C)[C@@H](CN(C)S(=O)(=O)c2ccccc2)Oc2c(NC(=O)CCC(F)(F)F)cccc2C1=O	-1%	1%	-6%

Additional results.
SMILES	GCN5L2 inh	TDP1 inh	DT40 TDP1 no CPT
O=C(COC(=O)c1ccccc1F)c1ccc(-n2nncc2-c2ccco2)cc1	-15%	6%	u
O=C(Nc1nc(-c2ccccc2Cl)cs1)c1cccnc1	-14%	-4%	u
Cc1cccc(CN2CCN(C(=O)c3cccc4ccccc34)CC2)c1	-17%	x	u
O=C1c2ccccc2S(=O)(=O)N1CCS(=O)(=O)c1ccc(F)cc1	4%	x	-8%
Cc1cc(=O)n2c3ccccc3n(CC(O)CN3CCCCC3)c2c1C#N (centres undefined)	-3%	4%	u
CC(C)(C)OC(=O)N[C@@H](Cc1c[nH]c2ccccc12)c1nnc(SCC(N)=O)o1	-4%	-1%	-9%
CC(=O)Nc1ccc(NC(=O)COc2cccc3c2OC(C)(C)C3)cc1	-1%	7%	-26%
CCCCNC(=O)Oc1cccc(N2CCCC2=O)c1	-1%	3%	-15%
Cc1c(C(=O)NNS(=O)(=O)c2ccccc2)sc(=S)n1C	-21%	0%	-3%
Cc1ccc(Cl)cc1NC(=O)CN1CCN(S(=O)(=O)N2CCC(C)CC2)CC1	-6%	9%	u
CCCN(CCC)C(=O)Cn1c(=O)n(CCCCCC(=O)Nc2ccccc2)c(=O)c2sccc21	0%&-3%	-5%&-1%	-27%&-9%
CC(C)N1CC(C(=O)Nc2ccc(C#N)cc2)CC1=O (centres undefined)	-10%	4%	28%
O=C(COc1ccc(Cl)cc1)OCc1cc(=O)n2nc(-c3cccs3)sc2n1	0%	-1%	-17%
O=C(CCS(=O)(=O)c1ccccc1)NCCS(=O)(=O)c1ccccc1	-9%	-3%	-2%
Clc1ccc(-c2noc(CN3CCOCC3)n2)cc1	-7%	-11%	-13%
COc1ccc2c(c1)cc1n2CCN=C1N	-10%	5%	-20%
CC(=O)N1CCc2cc(S(=O)(=O)NC(Cc3ccccc3)C(=O)NCCN3CCCCC3C)ccc21 (centres undefined)	0%	-2%	18%
Cc1c(CN2CCC(C)CC2)c(=O)n(-c2ccccc2)n1C	0%	2%	0%
Cc1nc(=O)c(-c2ccccc2)c(C)n1-c1ccccc1	-10%	3%	21%
CC1Cc2nc(SCC(=O)NCCc3ccccc3)n(C)c(=O)c2S1 (centres undefined)	-3%	-3%	-13%
CN(C)S(=O)(=O)c1cccc(NC(=O)CSc2nncn2C)c1	-16%	x	6%
O=C(O)c1ccccc1SCC(=O)N1CCCCC1	2%	0%	1%
COc1ccc(N2CCN(C(=O)c3ccc4c(=O)n(CCc5ccc(OC)c(OC)c5)c(=O)[nH]c4c3)CC2)cc1	2%&-2%	8%&-4%	16µM*
Cc1ccc(S(=O)(=O)N2CCC(C(=O)N3CCCC3C(=O)N[C@@H](CC(C)C)C(=O)NCC(N)=O)CC2)cc1 (some centres undefined)	-11%	x	12%
CN1CCN(CC(O)COc2ccc(C34CC5CC(CC(C5)C3)C4)cc2)CC1 (centres undefined)	1%	5%	13µM*
CC1CCCC(C)N1C(=O)CSc1nc(N)c(-c2ccccc2)c(=O)[nH]1 (centres undefined)	0%	5%	1%
O=C(O)CCC(=O)NCC1OCCc2ccccc21 (centres undefined)	-19%	2%	-13%
COc1ccc(C(=O)Nc2ccccc2C(=O)NC(Cc2ccc(O)cc2)C(=O)NNC(=O)c2ccccc2)cc1 (centres undefined)	-9%	2%	u
CC(=O)c1ccc(S(=O)(=O)NC2CC(=O)N(c3ccc(C)c(C)c3)C2)cc1 (centres undefined)	-6%	x	15µM*
O=C1CSC(=S)N1c1cccc(O)c1	1%	x	-5%

A few values from the results shown:
GCN5L2 inh, CC(=O)c1ccc(S(=O)(=O)NC2CC(=O)N(c3ccc(C)c(C)c3)C2)cc1 (centres undefined) = -6%
TDP1 inh, COc1ccc(C(=O)Nc2ccccc2C(=O)NC(Cc2ccc(O)cc2)C(=O)NNC(=O)c2ccccc2)cc1 (centres undefined) = 2%

Additional results follow.
SMILES	GCN5L2 inh	TDP1 inh	DT40 TDP1 no CPT
CCc1nc2ccc(C(=O)NCCCN3CCN(c4ccccc4F)CC3)cc2nc1CC	2%	x	23µM*
O=C(COc1cccc(NC(=O)c2cccs2)c1)c1ccc(F)cc1	-6%	0%	u
CCOCCOC(=O)COC(=O)c1ccccc1NC(=O)c1ccccc1	-1%	5%	9%
COc1cccc(/C=N/NC(=O)c2ccccc2NC(=O)c2ccco2)c1OC	-3%	x	-29%
Cc1ccc(S(=O)(=O)NNC(=S)Nc2cccc(C)c2C)cc1	0%	4%	10%
CCOc1ccccc1-c1nc(-c2cc3ccccc3nc2OC)no1	-7%	-5%	23µM*
COc1cc(CN(C)C(C)C(=O)Nc2ccc([N+](=O)[O-])cc2Cl)ccc1OC(F)F (centres undefined)	2%	3%	u
Cn1c(SCCCC(=O)c2ccccc2)nnc1-c1ccncc1	-6%	-6%	-15%
S=C(NCCc1ccccc1)NN=C1CCCCCC1	-15%	0%	0%
O=c1c2[nH]c3ccccc3c2ncn1CCN1CCOCC1	3%	-1%	-11%

One compound at a time (already shown). Screens in order: GCN5L2 inh | TDP1 inh | DT40 TDP1 no CPT
`O=C(COc1cccc(NC(=O)c2cccs2)c1)c1ccc(F)cc1` is listed with -6% | 0% | u
`O=c1c2[nH]c3ccccc3c2ncn1CCN1CCOCC1` is listed with 3% | -1% | -11%

Additional results.
SMILES	GCN5L2 inh	TDP1 inh	DT40 TDP1 no CPT
O=C1c2ccccc2C(=O)N1CC#CCN1CCN(C(c2ccccc2)c2ccccc2)CC1	-1%	5%	u
N#Cc1ccccc1COC(=O)CCCC1=NS(=O)(=O)c2ccccc2N1	-22%	3%	-6%
CN(CC(=O)Nc1ccc(F)cc1)CC(=O)N1CCCCCC1	-8%	0%	16%
Cc1cc(C)cc(N(CC(=O)NC2CCCC2)C(=O)CCC(=O)Nc2nccs2)c1	-17%	4%	-15%
Cc1cccc(CCN2CCC(C(=O)c3ccc(NS(C)(=O)=O)cc3)CC2)n1	u	6%&2%&9%&6%	-11%&-17%&-25%
CC(CC12CC3CC(CC(C3)C1)C2)NCc1ccccc1O (centres undefined)	-5%	x	16µM*
CC(NC(=O)c1ccc(C(=O)c2ccccc2)cc1)c1ccc(S(N)(=O)=O)cc1 (centres undefined)	-4%	0%	u
COc1ccccc1N1CCN(C(=O)c2n[nH]c3ccccc23)CC1	1%	1%	-1%
COCCN1C=C2C(=O)C(C)(OC(=O)C3CCCC3)C(=O)C(c3ccccc3)=C2C=C1CCCC(=O)OC (centres undefined)	-2%	8%[21 µM]	1%
Cc1nc(C)c(-c2ccc(SCC(=O)Nc3ccc(Br)cc3)nn2)s1	-5%	1%	u
COCCN(C(=O)COC(=O)c1cccs1)c1c(N)n(Cc2ccccc2)c(=O)[nH]c1=O	u	1%	15%
CCc1ccc(NC(=O)CC2C(=O)N(c3ccc(F)cc3)C(=O)N2Cc2ccc(F)cc2)cc1 (centres undefined)	1%	0%	u
Nc1ccccc1C(=O)NCC1(c2ccccc2)CCCC1	-11%	5%	u
COc1cc(CC(=O)OCC(=O)N2C(C)CCCC2C)cc(OC)c1OC (centres undefined)	-1%	x	-18%
O=C(NCCC1=CCCCC1)C(=O)NCc1ccncc1	-3%	-5%	-26%
CCCOc1ccc(-c2nn(-c3ccccc3)cc2/C=C2\SC(N)=NC2=O)cc1	-11%	-3%	27%
C/C(=N\Nc1ncc(Br)cn1)c1cccc([N+](=O)[O-])c1	-8%	x	13%
CC(=O)Nc1cccc(C(=O)Nc2cccc3ncccc23)c1	0%	x	u

Compound activity from PubChem.

This is a subset; count on the stated rates, not on these rows.
